Bioassay records as filed in PubChem.
Growth percent in the NCI-60 one-dose screen (48 h, 10 µM unless noted): 100 = growth as untreated, 0 = no growth, -100 = all killed.
HL-60(TB) – HL-60(TB) leukemia cells; AID 1794776; actives 9% (n = 78,000); active = growth percent below 10
Starred values were filed as active, the others as inactive; & = joins results of further samples.

The opening 4 entries, to show the layout:
SMILES	HL-60(TB)
O=[N+]([O-])c1ccc(N/N=C(\c2ccccc2)c2ccc(O)cc2O)c([N+](=O)[O-])c1	152
Cc1ccc2c(C3C4=C(CCCC4=O)OC3c3cc(=O)oc4ccc(C)cc34)cc(=O)oc2c1 (stereo unspecified)	90
Clc1nc2ccccc2cc1Cn1nnnc1Cc1ccccc1	98
C#CCNC(=O)[C@H](Cc1ccccc1)NC(=O)[C@]12CC[C@@H](C(=C)C)[C@@H]1[C@H]1CC[C@@H]3[C@@]4(C)Cc5c([nH]c6ccccc56)C(C)(C)[C@@H]4CC[C@@]3(C)[C@]1(C)CC2	93

Results, from the start:
SMILES	HL-60(TB)
O=[N+]([O-])c1ccc(N/N=C(\c2ccccc2)c2ccc(O)cc2O)c([N+](=O)[O-])c1	152
Cc1ccc2c(C3C4=C(CCCC4=O)OC3c3cc(=O)oc4ccc(C)cc34)cc(=O)oc2c1 (stereo unspecified)	90
Clc1nc2ccccc2cc1Cn1nnnc1Cc1ccccc1	98
C#CCNC(=O)[C@H](Cc1ccccc1)NC(=O)[C@]12CC[C@@H](C(=C)C)[C@@H]1[C@H]1CC[C@@H]3[C@@]4(C)Cc5c([nH]c6ccccc56)C(C)(C)[C@@H]4CC[C@@]3(C)[C@]1(C)CC2	93
Cc1nn(-c2ccccc2)c2c1C1C(=C(c3ccc(Cl)cc3)N2)C(=O)Nc2ccccc21 (stereo unspecified)	40
COc1ccc(-c2nc(-c3nc4ccc(C)cc4[nH]3)cc3c2[nH]c2ccccc23)cc1	31
O=c1[nH]nc(-c2ccc(Br)cc2)c2sc(NC(=S)Nc3ccc(Oc4ccccc4)cc3)nc12	89
N#Cc1c(-c2ccc(F)cc2)nc(SCc2nnc(-c3ccc(Cl)cc3)o2)[nH]c1=O	103
COC12c3ccccc3-c3ccccc3C1[C@@H](C(=O)O)[C@H]2C(=O)O (stereo partly specified)	102
O=[N+]([O-])CC(c1ccccc1)c1c(-c2ccccc2)[nH]c2ccccc12 (stereo unspecified)	97
CCSc1nc(NC)c2cc(F)c(F)c(F)c2n1	96
COc1ccccc1NC(=O)CCl	97
Cc1cc(Cl)ccc1NC(=O)c1cc2ccccc2cc1O	1.5*
Nc1ncnc2c1ccn2-c1cccc(NC(=O)Nc2cc(C(F)(F)F)cc(C(F)(F)F)c2)c1	89
Cc1ccc(C)c2c1sc1nn(CN3CCCC3)c(=O)c(=O)n12	119
COc1ccc(-c2nnc(-c3cc(Cl)cc(Cl)c3Cl)o2)cc1	79
CCOCC(=O)NC(Cc1ccccc1)C(=O)O (stereo unspecified)	97
Cc1ccc2c(c1)/C(=N/c1nc(-c3ccc(Br)cc3)cs1)C(=O)N2	70
C#CCOc1ccc(C2=NN(CCCCC)C3N=C(Cl)c4ncn(CCCCC)c4N23)cc1OCC#C (stereo unspecified)	99
COc1cccc(-c2nc3sccn3c2-c2ccnc(NCCNC(=O)Nc3ccccc3)n2)c1	122
O=C(NNc1ccc(-c2ccccc2)nn1)Nc1ccc(Cl)cc1	100
c1cnc2ccc3ncccc3c2c1	99
CC(=O)Nc1nonc1-c1nc2ccccc2n1Cc1cccc(C(F)(F)F)c1	101
N#Cc1c(-c2cccc3ccccc23)cc(-c2cccc(OCC(=O)O)c2)[nH]c1=O	82

An excerpt of these results, as comma-separated lines:
SMILES,HL-60(TB)
O=C(NNc1ccc(-c2ccccc2)nn1)Nc1ccc(Cl)cc1,100
C#CCOc1ccc(C2=NN(CCCCC)C3N=C(Cl)c4ncn(CCCCC)c4N23)cc1OCC#C (stereo unspecified),99
CCOCC(=O)NC(Cc1ccccc1)C(=O)O (stereo unspecified),97

Continued.
SMILES	HL-60(TB)
Cc1nnc(NC/C=C/c2ccccc2)s1	98
O=C(NCc1ccc(F)cc1)c1cccc(S(=O)(=O)N2CCCC2)c1	99
COc1ccc2nc(N)ccc2c1	93
Cn1ccc2cc(NC(=O)Cn3cc(-c4ccccc4)nn3)ccc21	105
COc1cc(OC)c(OC)cc1CNNc1ncnc2ccccc12	102
C1=C(C2=CCCc3ccccc32)c2ccccc2CC1	95
CC(=O)OCC1SC(OC(C)=O)C(NC(=O)/C=C/CCl)C(OC(C)=O)C1OC(C)=O (stereo unspecified)	80
CC1(C)CC[C@]2(CN)CC[C@]3(C)C(=CC[C@@H]4[C@@]5(C)CCCNC(C)(C)[C@@H]5CC[C@]43C)[C@H]2C1	87
CCOC(=O)c1cc(C#N)n2ccc3ccccc3c12	92
CCOC(=O)C(CO)(NC(C)=O)C(=O)OCC	83
CCc1c(C(=O)Nc2ccc(CN(C)C)cc2)[nH]c(C)c1C(C)=O	96
Cc1cc2c(cc1C)NC(=O)C(C)CN2 (stereo unspecified)	104
COc1cc(/C=C/C(=O)/C=C(O)/C=C/c2ccc(OC(=O)c3csc4ccccc34)c(OC)c2)ccc1OC(=O)c1csc2ccccc12	103
OC(CN(Cc1ccccc1)Cc1ccccc1)c1ccccc1 (stereo unspecified)	90&102
COc1cccc(NC(=O)c2sc3nc4c(cc3c2N)CN(Cc2ccccc2)CC4)c1	50
CC1=C2C[C@H](C3(N)CC4(CC4)NC3=O)[C@H](O)C[C@@]2(C)CCC1 (stereo partly specified)	102
COc1ccc(-c2nnc(Nc3ccc(C)cc3C)o2)cc1OC	109
OC(Cc1ccccn1)(c1ccccc1)c1ccccc1	84
CCOC(=O)c1sc2ccc(N)cc2c1NC(=O)c1ccc(C)cc1	99
CC(=O)c1ccc(NC(=O)CS(=O)(=O)c2ccccc2)cc1	100
N#Cc1nnc2cc(-c3ccccc3)nn2c1-c1cccs1	93
O=C(c1ccccc1)C(c1ccccc1)[n+]1ccccc1 (stereo unspecified)	98
COC(=O)n1c(C)nn(-c2cc(N(S(=O)OC)S(=O)OC)c(Cl)cc2Cl)c1=O (stereo unspecified)	97
CCOC(=O)CSC1=C(C)C(=O)c2ccccc2C1=O	59

7 entries picked at random from those above, as already listed:
SMILES	HL-60(TB)
COc1cccc(NC(=O)c2sc3nc4c(cc3c2N)CN(Cc2ccccc2)CC4)c1	50
COc1cc(/C=C/C(=O)/C=C(O)/C=C/c2ccc(OC(=O)c3csc4ccccc34)c(OC)c2)ccc1OC(=O)c1csc2ccccc12	103
OC(CN(Cc1ccccc1)Cc1ccccc1)c1ccccc1 (stereo unspecified)	90&102
O=C(c1ccccc1)C(c1ccccc1)[n+]1ccccc1 (stereo unspecified)	98
CCOC(=O)c1sc2ccc(N)cc2c1NC(=O)c1ccc(C)cc1	99
CCOC(=O)CSC1=C(C)C(=O)c2ccccc2C1=O	59
CC(=O)c1ccc(NC(=O)CS(=O)(=O)c2ccccc2)cc1	100

Remaining list, next part
SMILES	HL-60(TB)
Cc1cc2c(c(C)c1Cl)C(=O)/C(=C/c1cccc([N+](=O)[O-])c1)O2	99
CCOC(=O)CC(=O)OC	97
CN(C)c1ccc(/C=C2\C(=N)N=C(SCc3nc4ccccc4[nH]3)NC2=O)cc1	88
CCCCCCCCCCCCCCCCNC(=O)Nc1ccc(Cc2ccc(NC(=O)NCCCCCCCCCCCCCCCC)cc2)cc1	91
COc1cc(C2=NN(C(C)=O)C(c3ccc(Oc4ccc(Cl)cc4)cc3)C2)cc(OC)c1OC (stereo unspecified)	103
O=S(=O)(Nc1cccnc1Oc1ccccc1)c1ccc(Cl)cc1Cl	108
OCC(F)(F)C(F)(F)C(F)(F)CO	97
O=[N+]([O-])c1cccc(C2OCC3(CO2)COC(c2cccc([N+](=O)[O-])c2)OC3)c1 (stereo unspecified)	96
COc1cc(NCC(=O)Nc2cc(Nc3cccc(F)c3)ncn2)c(Cl)c(OC)c1Cl	99
C/C(=N\OC(=O)Nc1cccc(Cl)c1)c1ccccc1	110
Fc1c[c-]c(-c2ccccn2)c(F)c1.Fc1c[c-]c(-c2ccccn2)c(F)c1.[Cl][Pt+].[Cl][Pt+].c1ccc([PH+](C[PH+](c2ccccc2)c2ccccc2)c2ccccc2)cc1	6.6*
Nc1cn(-c2ccc(F)cc2)nc1NC(=O)N1Cc2nccnc2C1	131
CCCC(=O)Oc1cccc(CC)c1	95
FC(F)(F)c1ccc(-c2nc(-c3nc4cc(Cl)c(Cl)cc4[nH]3)c3ccccn23)cc1	104
Cc1onc(-c2c(F)cccc2Cl)c1-c1ncc(-c2ccc(Br)cc2)o1	37
O=C(/C=C/c1cn(-c2ccccc2)nc1-c1ccc(F)cc1)OCc1cn(-c2cccc([N+](=O)[O-])c2)nn1	79
CS(=O)(=O)N1CCN(c2nc(-c3ccccc3)nc3nc(-c4ccccc4)oc23)CC1	92
Cc1cc2nc(-c3ccccn3)c(-c3ccccn3)nc2cc1C	87
O=C(C1CC=CCC1)N1CCCCCC1 (stereo unspecified)	100
CCOC(=O)N1CCN(CC(=O)Nc2c(C)cccc2C)CC1	74
CCOC(=O)C(/C=N\C(=S)Nc1ccc(OCC)cc1)=C(/O)c1ccccc1	104
C[N+]1(CCC[N+]2(C)CCCCCCC2)CCCCCCC1	119
CC(C)(OC(=O)c1ccccc1)C(Br)CBr (stereo unspecified)	98
CCNC(=O)COc1ccc(Br)cc1Br	92

Two of these compounds, reformatted:
| canonical_smiles | HL-60(TB) |
| --- | --- |
| O=C(C1CC=CCC1)N1CCCCCC1 (stereo unspecified) | 100 |
| CCOC(=O)N1CCN(CC(=O)Nc2c(C)cccc2C)CC1 | 74 |

Additional structures:
SMILES	HL-60(TB)
Cc1ccc(C(F)(F)F)cc1N1CCN(C(=O)C23CC(c4cccc(C(F)(F)F)c4)(C2)C3)CC1	64
COc1ccc(-n2c(-c3ccccc3)c(-c3ccccc3)c3c(SCC(=O)N/N=C/c4ccc(Cl)cc4)ncnc32)cc1	103
CCCn1c2cc(OCc3cn(-c4ccc(Br)cc4)nn3)ccc2c2ccnc(C)c21	-61*
CC(=O)CC(c1cccs1)c1c(C)[nH]c2ccccc12 (stereo unspecified)	104
O=[N+]([O-])c1ccccc1Sc1ccccc1	60&93
CN(C)CCCCC(C(=O)CBr)(c1ccccc1)c1ccccc1	-36*
COc1cc2c(cc1NC(=O)CCCN1C(=O)c3ccccc3C1=O)oc1ccccc12	91
CC(C)(C)C(=O)C(Oc1ccc(Cl)cc1)n1ccnc1 (stereo unspecified)	80
CCCCSC1=C(Cl)CN(c2ccccc2)C1=O	105
CCOC(=O)C1(CCOC)CCCCC1=O (stereo unspecified)	121
O=C(NCCN1CCOCC1)OCc1ccc2c(Cl)cc(Cl)c(O)c2n1	73
Oc1c2c(n3cccc13)=c1cc(Cl)ccc1=N2	98
Cn1c2c(c(=O)n(C)c1=O)NC1=C(C(=O)c3ccccc31)C1(C=C(O)c3ccccc31)N2 (stereo unspecified)	29
COCc1c([N+](=O)[O-])c(C)[nH]c(=O)c1C#N	70
Clc1cccc(N=Cc2ccc(Cl)cc2Cl)c1	78
O=C(CN1C(=O)c2ccccc2C1=O)N1CC1	112
O=C1C=CC(=O)N1Cc1ccccc1	101
O=C1CSC(c2ccc(Cl)cc2)N1CCc1cccs1 (stereo unspecified)	102
Cc1cc(=O)n2c(-c3cccc([N+](=O)[O-])c3)nc3c4ccccc4ccc3n12	101
O=S1(=O)CSCS(=O)(=O)C1	95
O=C1c2cccc3cccc(c23)C(=O)N1CCCCCCCCCCN1C(=O)c2cccc3cccc(c23)C1=O	100
CC1(C)C(N)=Nc2cc(OCCCCN3Cc4ccccc4C3)c(OCC3CC3)cc21	100
O=c1[nH]c2ccccc2[nH]1	105
CN(C)CCCNc1nc(-c2cccc(C(Cl)(Cl)Cl)c2)nc(C(Cl)(Cl)Cl)n1	105
O=[N+]([O-])C1C(c2ccccc2)C12c1ccccc1-c1ccccc12 (stereo unspecified)	-31*
COc1ccc2c(c1)c(-c1cc(N)n3nc(-c4c[nH]c5ccccc45)cc3n1)cn2C	-32*
N#Cc1nc(-c2ccccc2)oc1N1CCC(C2(C(F)(F)F)N=N2)CC1	95
O=C(c1ccc(Nc2ccc3c(c2)OCO3)c([N+](=O)[O-])c1)N1CCOCC1	113
Cc1ccccc1[C@H]1C(C(=O)c2ccc(Cl)cc2)C2(N[C@@H]1c1ccccc1)C(=O)Nc1ccc(Cl)cc12 (stereo partly specified)	-32*
CNC(=O)c1cc(Oc2ccc(CC(=O)Nc3cc(C(C)(C)C)cn3C)cc2)ccn1	78
CC(C)(C)OC(=O)N1CCc2c(sc3ncnc(Nc4ccc(NC(=O)Nc5ccccc5)cc4)c23)C1	92
CCCN(CCC)CC(O)c1cc2cc(C(F)(F)F)cc(C(F)(F)F)c2c2ccccc12 (stereo unspecified)	98
O=C(O)c1cc(Cl)ccc1NS(=O)(=O)c1ccccc1	114
CC[N+]1(CC(=O)c2ccc(Cl)cc2)CCCCC1	100
N#C/C(=C\c1cccs1)C(=O)Nc1ncc(Cc2ccccc2Cl)s1	94
Cc1cc(N(CCNc2ccnc3cc(Cl)ccc23)Cc2ccc3c(c2)OCO3)nc(N2CCCC2)n1	-62*
Nc1nc2c(c3cnccc13)C(c1ccc(Cl)c(Cl)c1)Cc1cnccc1-2 (stereo unspecified)	-17*
COC(=O)[C@H](c1ccccc1)N(C1CCN(C(=O)OC(C)(C)C)CC1)S(=O)(=O)NC(=O)OC(C)(C)C	70
CCCCC(CC)C(=S)N1CCOCC1 (stereo unspecified)	102
COc1ccc(-c2nn(-c3ccccc3)cc2/C=C2/SC(=S)N(C)C2=O)cc1	96
c1ccc(OC(c2ccccc2)(c2ccccc2)c2ccccc2)cc1	80
NC(=O)CC[C@H](N)C(=O)O	101&88
O=C(C1CCC1)N1N=C(c2ccc(-n3ccc(C(F)(F)F)n3)cc2)CC1c1ccc[nH]1 (stereo unspecified)	98
COc1ccc(/C=C2\N=C(c3ccccc3)N(c3cc(OC)c(OC)cc3C(=O)n3nc(C)cc3C)C2=O)cc1	96
Cc1ccc(NC(=O)[C@H]2C[C@@H]2CN2CCN(C)CC2)cc1Nc1nccc(-c2cccnc2)n1	98
CCOC(=O)c1nn(C)c2[nH]c(=O)n(C)c(=O)c12	114
COc1cc(C2=NN(C=O)C(c3sc(Cl)nc3Cl)C2)cc(OC)c1OC (stereo unspecified)	96
CSc1ncnc2n[nH]nc12	122
CS(=O)(=O)c1nccc(-c2c(-c3ccc(OCCN4CCCC4)cc3)nc3sccn23)n1	78
CSc1ncnc2c1ncn2C1CCCO1 (stereo unspecified)	100
O=C1c2ccc([N+](=O)[O-])cc2C(=O)N1C1c2ccccc2Oc2ccccc21	88

An excerpt; the hit share may differ from the screen's.
